TcdB GH inh – blocks C. difficile toxin B glycohydrolase activity; P18177; TcdB glycohydrolase enzymatic assay, plate reader; inhibition, % at 9.99 µM; hit rate 0.24% among 350,000; in the data active means inhibition above about 10%
Vc quorum ag – quorum light induction in luxS cqsA deficient V. cholerae; hit rate 0.16% among 350,000; activation, % at 18.7 µM; AID 588436; V. cholerae BH1578 lux reporter, luminescence, 6 h; in the data active means activation mostly above about 9.7%, no sharp cut-off; inconclusive means no clear call, values can overlap the other calls; inactive means mostly below about 3.7%; further: not every result past the cut was called active; inactives centre near 0; reference of the scale not given here
Y pestis TopoI – inhibitors of Yersinia pestis topoisomerase I; activity, % at 10 µM; Y. pestis Topo-I cleavage product accumulation, plate reader; hit rate 0.064% among 360,000; in the data active means activity above about 50%, passing the limit was not always enough; inconclusive means no clear call, values can overlap the other calls; further: inactives centre near 2
BioA inh – BioA (M. tuberculosis) enzyme inhibition. purified M. tuberculosis BioA enzyme, plate reader. inhibition, % at 9.99 µM. hit rate 0.096% among 360,000; in the data active means inhibition above about 40%; inconclusive means no clear call, values can overlap the other calls
Mtb UGM inh – inhibitors of M. tuberculosis UDP-galactopyranose mutase; P9WIQ1; hit rate 0.06% among 320,000; inhibition, % at 10 µM; AID 504406; purified UGM, fluorescence polarization probe displacement; in the data active means inhibition above about 10%, passing the limit was not always enough; inconclusive means no clear call, values can overlap the other calls
Target sequence (P9WIQ1 whole entry, looked up): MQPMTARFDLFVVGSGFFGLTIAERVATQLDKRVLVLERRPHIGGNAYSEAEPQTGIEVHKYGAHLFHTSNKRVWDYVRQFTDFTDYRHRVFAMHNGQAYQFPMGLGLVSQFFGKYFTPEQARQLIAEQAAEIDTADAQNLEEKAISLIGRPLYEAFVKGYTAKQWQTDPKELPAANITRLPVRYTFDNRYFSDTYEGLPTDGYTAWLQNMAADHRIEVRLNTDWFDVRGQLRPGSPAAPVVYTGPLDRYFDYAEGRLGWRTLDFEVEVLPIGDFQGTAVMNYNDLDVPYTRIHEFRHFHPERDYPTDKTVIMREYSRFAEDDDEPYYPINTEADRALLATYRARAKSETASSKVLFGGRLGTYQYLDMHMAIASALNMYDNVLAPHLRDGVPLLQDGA
PfHsp40 rescue – restores yeast growth despite PfHsp40 toxicity; S. cerevisiae expressing PfHsp40, growth rescue, ATP luminescence; growth rescue, % at 12.5 µM; hit rate 0.68% among 340,000; in the data active means growth rescue above about 28%, passing the limit was not always enough; inconclusive means no clear call, values can overlap the other calls;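 further: yeast W303a lacking pdr1 and pdr3 grown in galactose medium; growth measured after three days at 30 °C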
FadD28 binding – blocks FadD28 binding to the bisubstrate probe; fluorescence polarization; inhibition, % at 12.5 µM; hit rate 0.22% among 360,000; AID 588549; in the data active means inhibition above about 8.5%, passing the limit was not always enough; inconclusive means no clear call, values can overlap the other calls
FBA Mtb inh – inhibitors of M. tuberculosis fructose-bisphosphate aldolase. P9WQA3. AID 588726. purified M. tuberculosis FBA, fluorescence read-out. inhibition, % at 1 µM. hit rate 2.3% among 360,000; in the data active means inhibition above about 27%;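 further: 0% = vehicle and 100% = reference inhibitor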
Target sequence (P9WQA3 whole entry, looked up): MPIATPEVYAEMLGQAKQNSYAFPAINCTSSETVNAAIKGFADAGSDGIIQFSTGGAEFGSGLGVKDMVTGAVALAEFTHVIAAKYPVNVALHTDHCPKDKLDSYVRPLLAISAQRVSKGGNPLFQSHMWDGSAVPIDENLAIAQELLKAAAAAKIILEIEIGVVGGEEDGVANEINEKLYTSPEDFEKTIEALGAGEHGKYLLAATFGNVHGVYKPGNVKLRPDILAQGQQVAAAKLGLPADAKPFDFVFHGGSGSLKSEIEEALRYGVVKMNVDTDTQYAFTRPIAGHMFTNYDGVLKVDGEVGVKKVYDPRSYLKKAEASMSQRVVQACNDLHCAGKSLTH
GDH-TPI counter – counter-screen for M. tuberculosis FBA inhibitors: GDH-TPI coupled enzymes | GDH-TPI coupled enzyme counterscreen, NADH absorbance | inhibition, % at 4.8 µM | hit rate 1.2% among 360,000; in the data active means inhibition above about 30%;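 further: 0% = DMSO wells and 100% = wells lacking the enzyme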
* hit, by the source's call; i = inactive; ? = inconclusive; · = no result given. Rows were taken by chance (roughly 4.6% active in at least one column).

smiles | TcdB GH inh | Vc quorum ag | Y pestis TopoI | BioA inh | Mtb UGM inh | PfHsp40 rescue | FadD28 binding | FBA Mtb inh | GDH-TPI counter
Cc1ccc(C(=O)NCC(=O)NC23CC4CC(CC(C4)C2)C3)cc1 | 1.7 | i | 1 | 0.0 | 0.2 | 0.5 | -0.5 | -1 | 9
CC1(C(=O)NS(=O)(=O)c2ccc(Cl)cc2)CCN1C(=O)CC1CCCC1 (stereo not drawn) | -2.6 | -0.1 | -1 | -2.9 | · | · | -2.3 | 2 | 12
COc1cc2[nH]c(C(=O)N3CCN(c4ccc(F)cc4)CC3)cc2c(OC)c1OC | 1.1 | i | 4 | -1.1 | -0.5 | -1.4 | -0.2 | 0 | 3
O=C(Nc1ccccc1N1CCOCC1)c1ccc(Cl)c(S(=O)(=O)N2CCCC2)c1 | -0.5 | i | 3 | -0.1 | -2.9 | -0.6 | -2.4 | -1 | 0
C=CCN1C(=O)S/C(=C\c2ccc(N3CCOCC3)cc2C)C1=O | · | i | -1 | -6.1 | 2.6 | -0.6 | -1.8 | -2 | 12
Cc1cc(Nc2ccc3c(c2)OCCO3)n2nc(C)nc2n1 | 0.6 | -0.4 | 10 | 3.5 | 0.5 | 1.1 | 0.5 | 1 | 0
Cc1cc(=O)oc2cc(OCC(=O)Nc3c(C)n(C)n(-c4ccccc4)c3=O)c(Cl)cc12 | -4.5 | i | 2 | -0.2 | · | 1.0 | -2.6 | 13 | 6
Cc1ccccc1OCC(=O)NNC(=O)C1CC(=O)N(c2ccc3c(c2)OCCO3)C1 (stereo not drawn) | 0.6 | i | -1 | -3.5 | · | -0.1 | -2.8 | 5 | 4
CCOc1ccccc1NC(=S)N1CCC(NC(=O)c2ccco2)CC1 | 1.2 | -0.1 | -12 | -1.1 | -0.6 | -0.7 | -2.3 | 6 | -6
O=C(COC(=O)c1cccc(Br)c1)NC1CCCCCCC1 | 0.4 | 3.7 | 20 | -0.4 | · | · | -3.8 | 0 | -2
Cc1cc(Nc2ccccc2)nn1C(=O)c1ccc([N+](=O)[O-])cc1 | 0.5 | · | -8 | -0.1 | 0.9 | -2.0 | 1.0 | -5 | 9
CN(C)S(=O)(=O)c1cc(NC(=O)CN2CCN(c3ccccc3)CC2)ccc1Cl | · | -0.8 | 21 | · | 0.5 | 1.4 | -0.9 | 0 | 4
CC(C)C(=O)Nc1c2c(nc3c1CCC3)CCCC2 | 0.4 | · | 9 | -0.8 | 0.7 | -1.1 | 1.3 | -2 | 7
O=C1CCCN1CN1CCCCC1 | · | i | -6 | -0.9 | 1.0 | -1.5 | -0.4 | 5 | 11
CC(C)CNC(=O)C(=O)Nc1cc2c3c(c1)C(C)C(=O)N3CCC2 (stereo not drawn) | 0.6 | i | 2 | -0.9 | 0.1 | 0.1 | -2.0 | 0 | 9
CCCCN1C(=O)C(CC(=O)NCCCN(C)C)CC(C(=O)N2CCOCC2)=C1C (stereo not drawn) | 0.4 | -0.3 | -5 | · | · | · | 0.2 | 3 | -12
S=C(NCCc1ccccc1)Nc1ccccc1 | 2.3 | -0.3 | 0 | -0.4 | -0.9 | 1.0 | -2.2 | 1 | 3
O=C(O)c1cc(C2CC2)nc2ccccc12 | · | i | 4 | 1.9 | -1.6 | 9.1 | 0.0 | 1 | 3
Cc1ccc2nc(SCC(=O)N3N=C(c4cccs4)CC3c3ccc(F)cc3)nc(=O)n2c1 (stereo not drawn) | 0.5 | 1.0 | 3 | 13 | · | · | 0.9 | 2 | 22
O=C(CCCC(=O)c1ccccc1)NCCc1ccccc1 | 0.7 | i | 2 | -1.0 | 2.4 | -0.9 | -1.1 | 0 | 7
Cc1ccc2nc(-c3ccccc3)cc(C(=O)NCC(c3ccco3)N(C)C)c2c1 (stereo not drawn) | -0.1 | 1.2 | -11 | 0.3 | -0.7 | -0.1 | -2.0 | 14 | 1
COc1cccc(C(=O)OCC(=O)c2c[nH]c3ccccc23)c1O | 1.2 | 1.1 | -12 | -0.7 | 0.1 | 0.5 | -2.0 | 0 | 1
O=c1cc(CN2CCN(S(=O)(=O)c3ccc4c(c3)OCCO4)CC2)c2ccc(O)cc2o1 | · | -0.4 | 9 | -1.1 | 3.8 | 0.5 | -6.8 | 199* | 20
CC(=O)Nc1ccc(S(=O)(=O)N=S(C)(C)=O)cc1 | -0.6 | -0.7 | 3 | · | 2.4 | -0.5 | -1.1 | 3 | 6
Cc1csc2c(=O)sc(NC(=O)c3ccc(F)cc3)nc12 | 1.1 | 0.9 | 2 | -0.8 | 4.8 | · | -3.2 | 2 | 7
COc1ccc(C)cc1S(=O)(=O)N(CC(N)=O)Cc1ccccc1 | · | 0.5 | -4 | -2.5 | -1.6 | 0.5 | -2.4 | 0 | 7
CCOC(=O)c1ccc(S(=O)(=O)Nc2nc3cc(S(=O)(=O)NC4=NCCCCC4)ccc3s2)cc1 | 1.8 | -0.8 | 19 | · | 0.9 | 1.3 | 0.3 | 1 | -5
CCc1cccc(C)c1NC(=O)CC1Oc2ccc(C)cc2NC1=O (stereo not drawn) | 3.6 | -0.6 | 0 | -1.0 | 1.0 | -0.7 | -1.7 | -2 | -3
CCOC(=O)c1ccc(NC(=O)CSc2nc3sc(C(=O)O)c(C)c3c(=O)[nH]2)cc1 | -1.4 | -0.3 | -13 | · | -0.4 | 0.1 | 0.1 | 0 | 5
CCOC1(C)OCC(=O)[C@]2(CCC3C4CCC5=CC(=O)C=CC5(C)C4C(=O)CC32C)O1 (stereo partly drawn) | · | -1.9 | 8 | · | 2.4 | -1.0 | -1.9 | -3 | -5
COc1ccc(S(=O)(=O)N(CC(=O)N2CCN(C)CC2)c2ccccc2)cc1OC | · | 4.6 | -13 | -0.3 | 1.3 | -0.8 | -1.6 | -7 | -8
CC12C=CC3(O1)C(C(=O)N1CCCOC13)C2C(=O)O (stereo not drawn) | 0.7 | i | 4 | 0.0 | 1.2 | -0.3 | 0.0 | 0 | -2
Cc1cc(NCCCN2CCOCC2)n2nc(C)c(-c3ccc(F)cc3)c2n1 | · | -5.0 | 13 | 2.7 | -1.2 | 0.1 | 0.0 | -2 | 10
O=C(OCc1ccc([N+](=O)[O-])cc1)c1cc(=O)c2ccccc2o1 | 2.1 | -0.3 | 7 | 4.1 | -0.8 | 0.3 | 0.8 | -2 | 1
CCN(CC)S(=O)(=O)c1cccc(NC(=O)/C=C/c2cccc([N+](=O)[O-])c2)c1 | 0.6 | -0.1 | -5 | -2.5 | -0.2 | 1.9 | 0.2 | -1 | 14
CC(=O)Nc1ccc(SCC(=O)Nc2ccccc2Oc2ccccc2)cc1 | · | -0.8 | 21 | 3.7 | 1.0 | -0.3 | -4.7 | 1 | 4
Cc1cc(C)cc(N(CC(=O)N2CCCCCC2)S(C)(=O)=O)c1 | 0.3 | i | 2 | -1.7 | 0.4 | -0.4 | -1.3 | 1 | -14
Cc1nc2scc(C)n2c(=O)c1S(=O)(=O)NCC1CCN(Cc2ccc(F)cc2)CC1 | 2.5 | -0.5 | 4 | -3.5 | 0.5 | -1.5 | -1.8 | 32* | 22
COc1ccc(-c2c(C#Cc3ccsc3)c3cc(-c4ccc5[nH]ccc5c4)ccc3n2C)cc1 | -1.0 | -1.1 | 2 | -2.3 | -0.1 | -0.9 | -2.1 | 18 | 47*
COc1ccc(-c2cc(C(=O)NCc3ccco3)c3ccccc3n2)cc1 | 0.5 | i | 0 | -1.1 | 3.5 | 0.9 | -2.1 | 28* | 19
COc1ccc(Cc2c(-c3cccc(Cl)c3)nc3ccc(Br)cn23)c(C)c1 | 0.0 | · | · | -1.8 | · | · | -3.5 | 0 | ·
CC(=O)NC(Cc1cccc(F)c1)C(=O)NC1CCN(c2ncccc2[N+](=O)[O-])CC1 (stereo not drawn) | 5.3 | 1.7 | 1 | · | 1.0 | -1.7 | -1.4 | 3 | 1
COc1ccc(C2Nc3ccccc3C(=O)N2NS(C)(=O)=O)cc1OC (stereo not drawn) | 1.1 | 3.3 | 3 | 0.2 | -0.2 | -1.1 | 0.5 | 25 | 5
CCn1c(=O)cc(OCC(=O)Nc2cccc(C)n2)c2ccccc21 | · | i | 4 | -1.0 | 0.1 | 0.7 | -1.6 | 6 | -3
O=C(C1CC(c2cccc(Br)c2)=NO1)N1CCc2ccccc2C1 (stereo not drawn) | · | -0.5 | -2 | -0.1 | -2.3 | 4.2 | -2.6 | 0 | 3
Cc1cc(N/N=C/c2ccc([N+](=O)[O-])o2)nc2ccccc12 | -0.1 | · | -9 | · | -4.4 | ? | -0.3 | -13 | 11
Cc1ccc(CN(c2ccc(C(=O)Nc3cccnc3)cc2)S(C)(=O)=O)cc1 | · | -0.6 | -2 | 4.8 | 0.6 | -2.3 | -5.2 | -3 | -1
CC(C)Oc1cccc(C(=O)N2CCCC2)c1 | 1.4 | 4.2 | 7 | -1.5 | 3.5 | 1.5 | -1.6 | 1 | 1
O=C(COc1ccccc1)N1CCN=C1SCc1cccc(F)c1 | 1.9 | -0.4 | 19 | 1.0 | -0.4 | 0.1 | -1.1 | -7 | 4
O=C(Nc1ccc(-c2nc3ccccc3o2)cc1)c1cc(-n2cnnc2)ccc1Cl | · | i | 29 | -2.1 | 1.5 | -0.7 | -4.1 | 8 | 23

The list goes on.
smiles | TcdB GH inh | Vc quorum ag | Y pestis TopoI | BioA inh | Mtb UGM inh | PfHsp40 rescue | FadD28 binding | FBA Mtb inh | GDH-TPI counter
O=C(c1cccc(S(=O)(=O)N2CCCC2)c1)N1CCN(Cc2ccccc2)CC1 | -1.2 | i | 7 | 2.7 | -0.9 | 0.6 | -1.3 | 2 | 4
Cc1ccc(CC(=O)Nc2ccc(S(=O)(=O)N3CCOCC3)cc2)cc1 | 2.1 | i | 4 | 1.9 | -3.0 | 0.0 | -1.5 | 1 | 10
CCN1CCN(c2ccc(S(=O)(=O)N3CCCCC3)cc2NC(=O)c2ccc(F)cc2)CC1 | 0.9 | -0.3 | 5 | · | -2.7 | -0.9 | -5.0 | -1 | 4
COc1cccc(C(=O)O/N=C(\N)CS(=O)(=O)c2ccccc2)c1 | -1.3 | -0.6 | 2 | -0.5 | 4.0 | 0.5 | 0.1 | 7 | -4
Cc1c(/C=N/n2cnnc2)c2ccccc2n1CCOc1ccccc1 | · | · | 28 | 0.9 | -3.1 | -0.2 | -3.8 | -13 | 22
O=C(NCc1cccc(C(F)(F)F)c1)c1cccc2c1C(=O)c1ccc(N3CCC(Cc4ccccc4)CC3)cc1S2(=O)=O | · | 0.4 | 0 | -2.6 | 8.6 | -0.2 | -1.7 | -7 | -1
CS(=O)(=O)N(CC(=O)NCCSCc1cccc(Cl)c1)c1ccc(F)cc1 | 0.3 | -0.4 | 1 | -1.7 | -0.2 | -0.2 | -6.2 | 1 | -3
CC1CCC(C(C)C)C(OC(=O)C2=C3c4ccccc4S(=O)(=O)N3CC2)C1 (stereo not drawn) | · | -0.1 | 1 | 7.9 | -0.3 | -0.2 | -1.0 | 0 | 2
CC(=O)NCCC(=O)N1CCCC(N2CCN(c3cccc(Cl)c3)CC2)C1 (stereo not drawn) | 0.2 | -1.9 | -1 | 18 | -2.2 | -0.4 | -1.8 | 1 | 2

One compound at a time, from the list above. Order of screens: TcdB GH inh, Vc quorum ag, Y pestis TopoI, BioA inh, Mtb UGM inh, PfHsp40 rescue, FadD28 binding, FBA Mtb inh, GDH-TPI counter
CC(=O)NCCC(=O)N1CCCC(N2CCN(c3cccc(Cl)c3)CC2)C1 (stereo not drawn) in the list: 0.2, -1.9, -1, 18, -2.2, -0.4, -1.8, 1, 2
CS(=O)(=O)N(CC(=O)NCCSCc1cccc(Cl)c1)c1ccc(F)cc1 in the list: 0.3, -0.4, 1, -1.7, -0.2, -0.2, -6.2, 1, -3
Cc1c(/C=N/n2cnnc2)c2ccccc2n1CCOc1ccccc1 in the list: ·, ·, 28, 0.9, -3.1, -0.2, -3.8, -13, 22
